Compound activity: PubChem, several laboratories
LEDGF integ inh: blocks HIV-1 LEDGF/p75-dependent DNA integration; TR-FRET IN-LEDGF/p75 DNA integration, Eu/Cy5; inhibition, % at 3.7 µM; 370,000 tested, 0.64% active; AID 743269;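 active = inhibition above the screen-wide mean plus 3 SD, cut at about 13% in these data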;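 note: signal is the Cy5 over europium emission ratio at 671 and 618 nm; 0% = plate median of compound wells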
Rev-erbA mod: modulates human Rev-erb alpha binding to DNA. P20393. Rev-erbα–FITC-DNA binding, fluorescence polarization, 90 min. activity, % at 10 µM. 370,000 tested, 0.79% active;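 active = activity above about 14%, limit read from the data; passing the limit was not always enough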;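 note: 0% = DMSO wells with 35 nM protein and 100% = DMSO wells with 750 nM protein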
MBD2 DNA inh: inhibitors of human MBD2 binding to methylated oligonucleotide | inhibition, % at 4.4 µM | TR-FRET | Q9UBB5 | 370,000 tested, 0.31% active | AID 686964; in the data active = inhibition above about 13%
Target sequence (Q9UBB5 whole entry, looked up): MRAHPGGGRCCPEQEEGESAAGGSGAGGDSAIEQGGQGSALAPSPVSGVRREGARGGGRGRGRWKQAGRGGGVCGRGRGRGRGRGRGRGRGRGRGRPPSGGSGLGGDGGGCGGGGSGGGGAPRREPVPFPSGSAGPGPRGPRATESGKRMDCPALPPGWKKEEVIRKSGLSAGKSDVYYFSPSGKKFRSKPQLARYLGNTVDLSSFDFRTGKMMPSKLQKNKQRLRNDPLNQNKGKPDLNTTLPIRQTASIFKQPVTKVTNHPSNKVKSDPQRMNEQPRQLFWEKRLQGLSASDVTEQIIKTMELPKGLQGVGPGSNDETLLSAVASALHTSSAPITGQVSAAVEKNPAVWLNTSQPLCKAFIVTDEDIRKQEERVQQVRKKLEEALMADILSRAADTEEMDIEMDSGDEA
PRMT1 FP inh: inhibitors of human PRMT1 | Q99873 | recombinant PRMT1, activity-based probe fluorescence polarization | inhibition, % at 2.79 µM | 370,000 tested, 1.3% active | AID 652257;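 active = inhibition above about 21% made by adding two undisclosed values, limit read from the data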
Target sequence (Q99873 whole entry, looked up): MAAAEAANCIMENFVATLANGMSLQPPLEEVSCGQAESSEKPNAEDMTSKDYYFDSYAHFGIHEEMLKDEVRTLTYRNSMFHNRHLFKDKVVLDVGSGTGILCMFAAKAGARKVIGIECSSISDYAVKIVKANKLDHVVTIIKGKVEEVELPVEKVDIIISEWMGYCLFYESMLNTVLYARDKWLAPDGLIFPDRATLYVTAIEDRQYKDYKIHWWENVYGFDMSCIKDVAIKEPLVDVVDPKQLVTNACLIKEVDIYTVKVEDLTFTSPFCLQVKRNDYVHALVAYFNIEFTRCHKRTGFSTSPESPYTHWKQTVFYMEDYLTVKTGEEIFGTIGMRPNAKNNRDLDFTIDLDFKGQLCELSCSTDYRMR
HTRA1 inhibitor: blocks human HTRA1 serine peptidase; Q92743; recombinant HTRA1, FP-rhodamine activity-based probe, fluorescence polarization; inhibition, % at 5.96 µM; 340,000 tested, 0.5% active; AID 504803; in the data active = inhibition above about 36%;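 note: 0% = enzyme with DMSO and 100% = wells lacking enzyme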
mABHD4 FP: ABHD4 (mouse) inhibition, primary FP screen; inhibition, % at 8.92 µM; Q8VD66; AID 720543; purified mABHD4, FP-Rh probe fluorescence polarization; 370,000 tested, 0.54% active;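 active = inhibition exceeding the mean over every tested compound plus 3 SD, cut at about 30% in these data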;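 note: 0% = plate median of compound wells and 100% = S159A mutant with DMSO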
Target sequence (Q8VD66 whole entry, looked up): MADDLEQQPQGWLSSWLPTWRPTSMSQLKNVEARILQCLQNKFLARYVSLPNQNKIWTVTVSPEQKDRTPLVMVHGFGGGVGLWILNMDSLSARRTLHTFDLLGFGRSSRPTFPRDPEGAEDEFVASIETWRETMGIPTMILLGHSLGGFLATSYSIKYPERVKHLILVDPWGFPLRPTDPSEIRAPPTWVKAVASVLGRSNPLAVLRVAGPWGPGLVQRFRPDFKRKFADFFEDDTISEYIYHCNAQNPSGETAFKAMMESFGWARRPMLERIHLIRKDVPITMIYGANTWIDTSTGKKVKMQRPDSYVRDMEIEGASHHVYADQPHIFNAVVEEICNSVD
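Assay system: wild-type mouse ABHD4 protein; compound: single nominal dose of 8.92 µM, 0.89% DMSO final; schedule: 45 min + 60 min at 25 °C; measured by: FP readout, ex 525 nm / em 598 nm; evaluation: % inhibition of FP-Rh probe binding versus controls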
rCAG binder: binds r(CAG) RNA repeats; r(CAG) RNA repeat, TO-PRO-1 dye displacement fluorescence; inhibition, % at 3 µM; 370,000 tested, 1.3% active; AID 651821;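 active = inhibition above the plate cutoff, the mean of all test compounds on that plate plus 3 SD, cut at about 35% in these data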;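 note: 0% = DMSO alone and 100% = 100 µM mitoxantrone as full dye displacement; higher means more dye released from RNA so lower well fluorescence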
TCR CD3 inh: human TCR-CD3 binding inhibition | TAMRA-labeled TCR probe fluorescence, biochemical | inhibition, % at 9.4 µM | 360,000 tested, 0.37% active | AID 651800; in the data active = inhibition above about 19%;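 note: recombinant mutant TCR 2C K166C tagged with TAMRA read by polarization; 0% = receptor in buffer alone and 100% = receptor with positive control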
UHRF1 binding: UHRF1 methyl-DNA binding inhibition. inhibition, % at 4.4 µM. UHRF1 binding to methylated oligo, TR-FRET. 370,000 tested, 0.75% active. AID 687016; in the data active = inhibition above about 21%;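 note: UHRF1 SRA domain binding a hemimethylated CpG hairpin DNA probe; 0% = median of test compound wells and 100% = reference inhibitor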
PG9 Ab binder: small molecules binding HIV-1 gp120 antibody PG9; TR-FRET gp120-PG9 antibody binding; inhibition, % at 6.7 µM; 360,000 tested, 0.43% active; AID 624416; in the data active = inhibition above about 8.5%
Starred values were filed as active, the others as inactive; nt = no result given; & = joins results of further samples. Only part of the results is shown (hit frequency here may not be typical).

SMILES | LEDGF integ inh | Rev-erbA mod | MBD2 DNA inh | PRMT1 FP inh | HTRA1 inhibitor | mABHD4 FP | rCAG binder | TCR CD3 inh | UHRF1 binding | PG9 Ab binder
COc1ccc(CCNC(=O)C23CCC(C)(C(=O)C2Br)C3(C)C)cc1OC (stereo unspecified) | 0 | -3 | -2 | -3 | 2 | 1 | -5 | 0 | 1 | -2.5
CC(/C=N/NC(=O)Cn1nccc1C)=C\c1ccc(C(C)C)cc1 | 0 | -1 | -2 | 3 | -16 | 0 | -3 | 5 | 3 | -2.3
CCCCCn1nnnc1-c1nc2cc(C)c(C)cc2[nH]c1=O | 11 | -6 | -3 | -1 | nt | -2 | 10 | 2 | -6 | 0.4
O=[N+]([O-])c1ccc2c(OCc3nnc(-c4ccccc4Br)o3)ncnc2c1 | -2 | -3 | -1 | 1 | 1 | 2 | 12 | 13 | -5 | -2.1
C=CCOc1ccc(Oc2cc(C)nc(SC)n2)nn1 | 3 | 1 | 0 | 1 | -1 | 2 | -1 | 12 | 2 | -1.1
N#Cc1c(Cl)nsc1NC(=O)c1ccccc1 | 1 | -5 | -5 | 1 | -13 | -9 | 25 | 6 | -3 | 0.6
CCOC(=O)CN(C(=O)CSc1nnc(-c2ccc(OC)c(OC)c2)o1)c1ccc(F)cc1 | 1 | 0 | -2 | 0 | 1 | 3 | -4 | -7 | 5 | 0.4
O=C(CNCc1ccccc1Cl)Nc1ccccc1N1CCCCC1 | 4 | 0 | 6 | 6 | -13 | -3 | -3 | -2 | 5 | 1.4
CC1=CC(C)(C)N(S(=O)(=O)c2ccc(F)cc2)c2ccc(C)cc21 | 0 | -2 | 2 | -1 | -26 | -7 | -6 | -8 | 3 | -0.8
Cn1c2ccccc2c(=O)c2c(=O)n(-c3ccccc3)c(C3CCCCC3)nc21 | 1 | -2 | 0 | -1 | 1 | -9 | 1 | 6 | 0 | 0.2
O=C(CS(=O)CC(=O)Nc1cccc2c1CCCC2)Nc1ccc(F)cc1 (stereo unspecified) | 4 | 1 | 3 | -2 | -2 | -9 | 5 | 0 | 6 | -1.2
CS(=O)(=O)NNC(=O)Cn1nnc(-c2ccc(OCc3ccccc3Cl)cc2)n1 | 2 | 1 | 4 | -1 | -11 | -27 | 23 | 6 | -1 | -2.0
O=C(OCc1nc2ccsc2c(=O)[nH]1)c1ccc(Cl)s1 | 5 | -25 | 0 | -2 | 4 | 10 | 14 | 1 | -4 | -1.7
CCOCCn1c(N2CCN(c3ccc(OC)cc3)CC2)nc2c1c(=O)[nH]c(=O)n2C | -1 | 0 | 0 | 0 | 0 | 5 | -4 | 1 | -4 | -0.1
Fc1ccc(N2CCN(C(=S)NCc3ccco3)CC2)cc1 | 3 | 3 | 2 | 2 | 6 | -2 | -1 | 0 | -1 | 0.0
CC(C)=C1CCC(C)CC1=NNC(N)=S (stereo unspecified) | 5 | 1 | -2 | -7 | -5 | -3 | -1 | 5 | -6 | -1.0
COC12CC(=O)C(C(C)=O)=C(O)C1(C)c1c(O)c(C)c(O)c(C(C)=O)c1O2 (stereo unspecified) | 1 | 2 | 1 | 2 | nt | 4 | 55* | -7 | -3 | -1.3
COc1ccc(C2CC(c3cccs3)=NN2C(=O)CSc2nnc(N)s2)cc1OC (stereo unspecified) | 6 | -2 | -1 | -10 | -2 | 4 | -1 | 7 | -1 | 0.1
Cc1ccc(C)n1-c1ccccc1N1CCCCC1 | 0 | 2 | 2 | 4 | 4 | 0 | 0 | -8 | 5 | -1.0
COc1cc(C)c(C(N)=O)c(OC)n1 | -1 | 1 | -3 | 0 | 2 | 3 | 1 | -1 | 2 | 0.8
CCCOc1ccc(C(=O)Nc2ccc(C)cc2[N+](=O)[O-])cc1 | 5 | -1 | -6 | -1 | -5 | -5 | 3 | 2 | -5 | -1.6
Cc1ccc(NC(=O)C2CCN(C(=O)c3ccc(Cl)cc3)CC2)nc1 | 1 | -2 | -5 | 0 | 3 | -2 | -4 | 9 | -1 | 0.6
CCC(CC)C(=O)Nc1nnc(S(=O)(=O)Nc2ccc(OC)cc2)s1 | 3 | 1 | -2 | -2 | -3 | -8 | 9 | -1 | 0 | -2.2
O=C(O)/C(=C\c1cn(-c2ccccc2)nc1-c1cccnc1)NC(=O)c1ccccc1 | 2 | -9 | -5 | 0 | -6 | 4 | 2 | 9 | 1 | -0.5
CCOC(=O)C1CCN(c2nc3ccccc3n2CC(=O)c2ccccc2)CC1 | 0 | -4 | -6 | -5 | 7 | 2 | -4 | 7 | 0 | 1.0
Cc1cc(NCCCO)n2nc(-c3cccs3)cc2n1 | 1 | -3 | 1 | -4 | -2 | -6 | -2 | 9 | -2 | -1.9
CCC(C)(C)NC(=O)CN(C(=O)CCC(=O)Nc1cc(C)ccn1)c1ccc2c(c1)OCCO2 | -5 | -2 | -5 | 3 | 1 | 6 | -8 | 1 | 2 | -2.1
Cn1nnnc1SCC(=O)N(C1CCCCC1)C1CCCCC1 | -2 | -2 | -4 | 1 | -1 | 6 | -6 | 6 | -1 | 0.0
O=C(NCCC1=CCCCC1)c1ccc(Cl)c(S(=O)(=O)N2CCCCC2)c1 | -1 | -2 | 1 | 2 | -25 | -9 | -4 | 6 | -2 | -1.3
Cc1cc(NC(=O)CSc2nc3sc4c(c3c(=O)n2C)CCCC4)no1 | -3 | -3 | 0 | -1 | 2 | 3 | 0 | -3 | -2 | 0.1
COc1ccc(-c2nc(SCC(=O)N(CC(C)C)c3c(N)n(Cc4ccccc4)c(=O)[nH]c3=O)n[nH]2)cc1 | 0 | 3 | -3 | 4 | -6 | 3 | 0 | 2 | 0 | -1.4
CCOc1ccc(Br)cc1CNc1ccc2c(c1)OCCO2 | 1 | 0 | 5 | 2 | 9 | 2 | -3 | 3 | 1 | -1.2
O=C(Nc1nccs1)C1=COCCO1 | -2 | 2 | 3 | 3 | -3 | -2 | 2 | -1 | -3 | -1.4
CC(=O)c1ccc(N2CCN(Cc3cc(=O)n4c(-c5ccccc5)csc4n3)CC2)cc1 | -4 | 6 | 0 | 2 | -2 | 6 | 8 | -3 | -2 | -2.3
COc1cccc(-c2cnc(C(O)c3cc(F)cc(Cl)c3)[nH]2)c1 (stereo unspecified) | -6 | 4 | 7 | 5 | nt | -25 | 3 | -7 | 5 | -0.9
O=C(O)CCC(=O)NCCn1c(-c2ccccc2)csc1=Nc1ccccc1 | -3 | -5 | -4 | 4 | -3&-5 | -1 | 9 | 7 | 1 | 1.1
CCN(c1ccccc1)S(=O)(=O)c1ccc(C(=O)Nc2nnc(C3CC3)o2)cc1 | -2 | -1 | 1 | 6 | 1 | -6 | 24 | -7 | -2 | -2.4
Cc1cc(C)cc(-n2nnn(C3C/C(=N/NC(N)=S)C4OCC3O4)c2=S)c1 (stereo unspecified) | 2 | -2 | -5 | 26* | -2 | 4 | 5 | -6 | 2 | 0.8
COc1cc(Cn2c3ccc(NC(=O)NCCc4ccccc4)cc3c(=O)n2C)ccc1F | 1 | 6 | 3 | 5 | nt | -2 | 5 | -8 | 2 | -1.2
COc1ccc(Br)c(Cn2c(C)c(C(=O)NCc3ccccc3C(F)(F)F)sc2=O)c1 | -1 | 1 | -2 | 0 | nt | -1 | 6 | 4 | 0 | 0.8

Some of these compounds in order of the HTRA1 inhibitor value, falling:
| Molecule | LEDGF integ inh | Rev-erbA mod | MBD2 DNA inh | PRMT1 FP inh | HTRA1 inhibitor | mABHD4 FP | TCR CD3 inh | UHRF1 binding | PG9 Ab binder |
| --- | --- | --- | --- | --- | --- | --- | --- | --- | --- |
| CCOc1ccc(Br)cc1CNc1ccc2c(c1)OCCO2 | 1 | 0 | 5 | 2 | 9 | 2 | 3 | 1 | -1.2 |
| CC(=O)c1ccc(N2CCN(Cc3cc(=O)n4c(-c5ccccc5)csc4n3)CC2)cc1 | -4 | 6 | 0 | 2 | -2 | 6 | -3 | -2 | -2.3 |
| CCCOc1ccc(C(=O)Nc2ccc(C)cc2[N+](=O)[O-])cc1 | 5 | -1 | -6 | -1 | -5 | -5 | 2 | -5 | -1.6 |

Next section:
SMILES | LEDGF integ inh | Rev-erbA mod | MBD2 DNA inh | PRMT1 FP inh | HTRA1 inhibitor | mABHD4 FP | rCAG binder | TCR CD3 inh | UHRF1 binding | PG9 Ab binder
COCCNC(=O)CSc1nc2cc(OC)c(OC)cc2c(=O)n1Cc1ccc(OC)cc1 | 0 | -3 | -4 | 0 | 1 | 6 | -4 | 1 | 3 | -1.2
CC1CCN(CC(O)COC2CC(C)CC(C)(C)C2)CC1 (stereo unspecified) | -2 | 2 | 3 | 4 | nt | 0 | -3 | 0 | 0 | -1.4
O=C(CNC(=O)c1ccccc1F)NCC(c1cccs1)N1CCOCC1 (stereo unspecified) | -7 | -7 | 0 | 3 | 8 | 6 | 1 | -6 | 1 | -1.1
CCOc1ccc(OCC)c(NC(=O)CSCCc2ccccn2)c1 | 4 | 1 | 0 | 0 | -2 | 0 | -9 | 4 | 3 | -0.1
Nn1c(SCC(=O)Nc2cccc(S(N)(=O)=O)c2)nnc1C1CC1 | 8 | -2 | 6 | -1 | 9 | -4 | 2 | -5 | 4 | -0.4
CCc1nnc(NC(=O)Cn2c(=O)oc3ccccc32)s1 | 0 | -3 | -4 | -4 | -1 | 9 | 2 | 5 | -2 | -1.8
CCOC(=O)c1c(NC(=O)CSc2nnc(C)s2)sc2c1CCC(CC)C2 (stereo unspecified) | -1 | -1 | 3 | -2 | 1 | -22 | 9 | 3 | -3 | -1.0
CCOCC(O)CS(=O)(=O)c1ccccn1 (stereo unspecified) | -1 | -5 | -3 | 0 | 1 | 10 | -3 | -2 | -1 | 1.9
CCCCC(=O)c1ccc(O)cc1O | -4 | 7 | 4 | -2 | 6 | -1 | -3 | -6 | 1 | -1.4
CN(O)/C=N/C(=S)Nc1ccc(Cl)cc1Cl | -1 | 0 | -11 | 3 | 0 | 2 | 5 | 3 | -1 | 1.5

Molecules from the list above containing an aryl thioether with sulfur outside any ring:
SMILES | LEDGF integ inh | Rev-erbA mod | MBD2 DNA inh | PRMT1 FP inh | HTRA1 inhibitor | mABHD4 FP | rCAG binder | TCR CD3 inh | UHRF1 binding | PG9 Ab binder
C=CCOc1ccc(Oc2cc(C)nc(SC)n2)nn1 | 3 | 1 | 0 | 1 | -1 | 2 | -1 | 12 | 2 | -1.1
CCOC(=O)CN(C(=O)CSc1nnc(-c2ccc(OC)c(OC)c2)o1)c1ccc(F)cc1 | 1 | 0 | -2 | 0 | 1 | 3 | -4 | -7 | 5 | 0.4
COc1ccc(C2CC(c3cccs3)=NN2C(=O)CSc2nnc(N)s2)cc1OC (stereo unspecified) | 6 | -2 | -1 | -10 | -2 | 4 | -1 | 7 | -1 | 0.1
Cn1nnnc1SCC(=O)N(C1CCCCC1)C1CCCCC1 | -2 | -2 | -4 | 1 | -1 | 6 | -6 | 6 | -1 | 0.0
Cc1cc(NC(=O)CSc2nc3sc4c(c3c(=O)n2C)CCCC4)no1 | -3 | -3 | 0 | -1 | 2 | 3 | 0 | -3 | -2 | 0.1
COc1ccc(-c2nc(SCC(=O)N(CC(C)C)c3c(N)n(Cc4ccccc4)c(=O)[nH]c3=O)n[nH]2)cc1 | 0 | 3 | -3 | 4 | -6 | 3 | 0 | 2 | 0 | -1.4
COCCNC(=O)CSc1nc2cc(OC)c(OC)cc2c(=O)n1Cc1ccc(OC)cc1 | 0 | -3 | -4 | 0 | 1 | 6 | -4 | 1 | 3 | -1.2
Nn1c(SCC(=O)Nc2cccc(S(N)(=O)=O)c2)nnc1C1CC1 | 8 | -2 | 6 | -1 | 9 | -4 | 2 | -5 | 4 | -0.4
CCOC(=O)c1c(NC(=O)CSc2nnc(C)s2)sc2c1CCC(CC)C2 (stereo unspecified) | -1 | -1 | 3 | -2 | 1 | -22 | 9 | 3 | -3 | -1.0
